# Screens: PubChem BioAssay, National Center for Advancing Translational Sciences (NCATS)
# Rab9 prom act: activators of Rab9 promoter; Potency, µM (titrated, usually from 9.22 µM), for the others: at the top dose activation, negative = inhibition, most hits filed as activators; Huh7 Rab9 promoter-luciferase reporter, luminescence, 24 h; 320,000 compounds, 2.8% hits; AID 485297; note: % of control where 0% means no effect; nearly all actives have a fitted effect of over 60% in size
#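 Huh7 cells stably carrying Rab9 promoter–luciferase reporter, plated 1500 cells/well, compound added after 2 h and incubated 24 h at 37 °C; luciferase luminescence then read after 10 min with detection reagent.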
# ELG1 genotox: genotoxicity induction in ELG1-luciferase HEK293T cells. Potency, µM (titrated, usually from 46 µM), for the others: top-dose activity change, positive = activation, hits mostly activators. HEK293T ELG1-luciferase reporter, luminescence, 16 h. AID 504466. 330,000 compounds, 1.3% hits; note: % of control where 0% means no effect; nearly all actives have a fitted effect of over 60% in size
#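 Quantitative HTS format in 1536-well plates. HEK293T ELG1-luciferase reporter cells receive test compound and are incubated 16 hr at 37 °C, 5% CO2; ONE-Glo added, 30 min room temperature, then luminescence read.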
# MBNL1 CUG block: blocks human MBNL1 binding to CUG repeat RNA; 280,000 compounds, 0.036% hits; TR-FRET MBNL1-His/biotin-(CUG)12 binding, 665/545 ratio; Potency, µM (doses to about 57.5 µM), inactives show at the top dose activity change, negative = inhibition, most hits filed as inhibitors; Q9NR56; active = well fitted inhibition curve with a large enough effect in the signal ratio, with a control signal flat, not every such curve was filed as active; inconclusive = small, poorly fitted or top-dose-only effect, or effect the other way, or a change in a side signal; inactive = no such curve, though single readings can be large or run the other way; the % refers to the signal ratio; note: % is set by controls: 0 for no effect and ±100 for the full control effect
# Target sequence (Q9NR56 whole entry, looked up): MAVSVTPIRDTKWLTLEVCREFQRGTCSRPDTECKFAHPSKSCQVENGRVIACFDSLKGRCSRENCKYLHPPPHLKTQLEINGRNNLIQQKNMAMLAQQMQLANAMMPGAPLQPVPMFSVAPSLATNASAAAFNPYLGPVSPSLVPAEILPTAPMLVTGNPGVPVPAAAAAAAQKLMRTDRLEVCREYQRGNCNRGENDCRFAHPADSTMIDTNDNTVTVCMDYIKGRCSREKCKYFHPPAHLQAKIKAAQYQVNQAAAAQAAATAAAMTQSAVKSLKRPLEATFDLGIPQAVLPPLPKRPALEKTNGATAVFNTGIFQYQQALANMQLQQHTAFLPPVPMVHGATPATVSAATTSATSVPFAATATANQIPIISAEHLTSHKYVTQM
#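 TR-FRET between His-tagged MBNL1 and biotin-(CUG)12 RNA, detected with Tb anti-His antibody (0.055 ng/ul) and streptavidin-XL665 (5 nM), 60 min at room temperature. Compounds titrated 92 nM to 58 uM; 665/545 nm ratio normalized to buffer and complex controls.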
# BRCA1 expr up: activators of BRCA1 expression | MCF7-BRCA1-FFLuc reporter, luminescence, 48 h; response scale: scaled: vehicle 0%, 10 µM genistein 100% | 380,000 compounds, 1.1% hits | Potency, µM (doses to about 46.1 µM), for the others: at the highest dose activation, hits mostly activators | AID 624202; note: nearly all actives have a fitted effect of over 80% in size; some results filed as inactive show a strong effect at the top dose
#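 Luminescence from a BRCA1-driven firefly luciferase in MCF7 cells was read after 48 h compound exposure at 37 C. Data normalized against DMSO and a 10microM genistein activation control, then curve-fitted across the titration.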
# RORgamma inh: ROR gamma (mouse) transcription inhibition; Drosophila S2 Gal4-RORgamma UAS-luciferase reporter, 20 h; 310,000 compounds, 5.4% hits; Potency, µM (doses to about 53.6 µM), for the others: at the highest dose activity change, negative = inhibition, most hits filed as inhibitors; P51450; note: % is set by controls: 0 for no effect and ±100 for the full control effect; nearly all actives have a fitted effect of over 60% in size
# Target sequence (P51450 whole entry, looked up, the tested form may be a part): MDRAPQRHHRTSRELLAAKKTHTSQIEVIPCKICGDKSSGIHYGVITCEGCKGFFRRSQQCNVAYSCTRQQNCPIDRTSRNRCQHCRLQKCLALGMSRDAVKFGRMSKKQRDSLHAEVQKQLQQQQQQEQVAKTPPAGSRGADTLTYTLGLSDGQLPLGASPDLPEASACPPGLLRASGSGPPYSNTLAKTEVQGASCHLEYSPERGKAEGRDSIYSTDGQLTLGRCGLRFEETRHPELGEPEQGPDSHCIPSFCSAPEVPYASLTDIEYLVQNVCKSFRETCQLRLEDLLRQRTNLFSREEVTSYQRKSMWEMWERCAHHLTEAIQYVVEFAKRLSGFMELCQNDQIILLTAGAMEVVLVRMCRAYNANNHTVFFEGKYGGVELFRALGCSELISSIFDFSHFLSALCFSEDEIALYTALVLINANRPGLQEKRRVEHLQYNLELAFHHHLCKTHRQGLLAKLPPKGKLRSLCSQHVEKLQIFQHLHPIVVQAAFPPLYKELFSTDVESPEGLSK
#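 Using a luciferase readout, inhibitors were identified by reduced reporter activity in Drosophila cells coexpressing a copper-inducible Gal4–ROR gamma fusion and UAS-driven Photinus luciferase, incubated 20 hr after 700 uM copper sulfate.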
# uPA surface inh: cell surface uPA generation inhibition; cell surface uPA generation assay, qHTS; Potency, µM (highest dose often 38.3 µM), without a hit: top-dose activity change, negative = inhibition, usual class: inhibitors; 330,000 compounds, 0.31% hits; AID 540303; active = well fitted inhibition curve with a large enough effect; inconclusive = small, poorly fitted or top-dose-only effect; inactive = no such curve, though single readings can be large or run the other way; tested in mouse RAW 264.7 cells; note: % is set by controls: 0 for no effect and ±100 for the full control effect; nearly all actives have a fitted effect of over 55% in size
# NPC1 prom act: NPC1 promoter activation; Huh7 NPC1 promoter luciferase reporter, 24 h; Potency, µM (series often up to 9.22 µM), inactives show top-dose activation, most hits filed as activators; 320,000 compounds, 2.4% hits; AID 485313;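 note: % of control where 0% means no effect; nearly all actives have a fitted effect of over 60% in size; reporter is driven by a mutant NPC1 promoter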
#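 Compounds in DMSO were transferred onto Huh7 NPC1-luciferase reporter cells pre-incubated 2 h; after 24 h at 37 °C, Amplite reagent was dispensed and luminescence recorded 10 min later.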
# FLuc modulator: inhibits or activates purified firefly luciferase, miR-21 counter-screen. P08659. purified FLuc, Km substrates, luminescence inhibition. Potency, µM (highest dose often 57.5 µM), without a hit: top-dose activity change, negative = inhibition, hits mostly inhibitors. 360,000 compounds, 6.9% hits;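 note: plate controls were vehicle for no effect and reference inhibitor for full effect; nearly all actives have a fitted effect of over 55% in size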
#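 Purified P. pyralis luciferase, 10 nM final, with Km-level 10 uM D-luciferin and 10 uM ATP in 50 mM Tris acetate pH 7.5, 10 mM Mg acetate, 0.01% Tween-20, 0.05% BSA; 6-point qHTS titration about 60 µM downward; luminescence read.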
# p53 reactivator: mutant p53 re-activation in reporter cells; H1299 p53-A138V BP100-luciferase reporter, luminescence, 24 h; AID 504706; Potency, µM (series often up to 92.2 µM), for the others: top-dose activity change, positive = activation, usual class: activators; 320,000 compounds, 0.063% hits; note: % of control where 0% means no effect; nearly all actives have a fitted effect of over 45% in size
#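 H1299 (p53-null), stable ts p53-A138V + BP100-Luc; 1000 cells/well, Opti-MEM/10% FBS; cpd 4 pt, 1:5; 24 h, 37 deg C, 5% CO2; detection reagent 10 min RT; luminescence.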
# VP16 counter: counter-screen for ROR gamma inhibitors: Gal4-VP16 reporter; Drosophila S2 Gal4-VP16 UAS-luciferase, luminescence, 20 h; Potency, µM (series often up to 53.6 µM), for inactives: at the top dose activity, negative = inhibition, usual class: inhibitors; 310,000 compounds, 3.5% hits; AID 2546;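 note: Gal4-VP16 expression switched on by copper sulfate through the metallothionein promoter; % is set by controls: 0 for no effect and ±100 for the full control effect; nearly all actives have a fitted effect of over 50% in size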
# MLL CXXC-DNA inh: MLL CXXC-DNA interaction inhibition; 290,000 compounds, 0.037% hits; Potency, µM (series often up to 115 µM), inactives show at the highest dose activity change, negative = inhibition, hits mostly inhibitors; MLL-CXXC / FITC-HOXA9 DNA fluorescence polarization; Q03164; active = well fitted inhibition curve with a large enough effect in the polarisation, with a control signal flat, not every such curve was filed as active; inconclusive = small, poorly fitted or top-dose-only effect, or effect the other way, or a change in a side signal; inactive = no such curve, though single readings can be large or run the other way; the % refers to the polarisation
#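 Fluorescence polarization: 7 uM MLL-CXXC (stock) preincubated 5 min with compounds, then 50 nM fluorescein-HOX-A9 DNA (stock) added; 30 min ambient. Buffer 50 mM Tris-HCl pH 7.5, 50 mM NaCl, 1 mM DTT, 0.05% BSA.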
# An asterisk follows results filed as active; u = inconclusive; x = no result given; [ ] = dose if it differs, or a comment. Unless noted, calls come from the whole dose curve; as a rule, active = well fitted curve in the direction sought with a large enough effect; inconclusive = small, poorly fitted or top-dose-only effect, or another doubt; inactive = no such curve, though single readings can be large; an effect the other way counts as inactive or inconclusive. Potency is the fitted concentration of half-maximal effect.
SMILES,Rab9 prom act,ELG1 genotox,MBNL1 CUG block,BRCA1 expr up,RORgamma inh,uPA surface inh,NPC1 prom act,FLuc modulator,p53 reactivator,VP16 counter,MLL CXXC-DNA inh
COc1ccc(S(=O)(=O)N(CC(=O)NCc2cccnc2)C2CCCCC2)cc1OC,-4%,-10%,2%,-11%,13%,10%,1%,-2%,-2%,-6%,-9%
Cc1c(-c2ccccc2)nc2ccccc2c1C(=O)Nc1ccncc1,-2%,-3%,2%,-8%,13%,4%,-2%,2%,-9%,-6%,1%
O=c1cc(CSc2ccc(Cl)cc2)nc(N2CCCCC2)[nH]1,6%,1%,-11%,0%,-40%,-2%,-3%,0%,1%,-12%,0%
Cc1ccc(C(C(=O)NC2CCCC2)N(C(=O)c2csnn2)c2ccccc2)o1 (stereo not drawn),-2%,-5%,-2%,0%,2%,10%,-8%,1%,-3%,8%,0%
Cc1c(CCC(=O)O)c(=O)oc2cc(OCc3cccc(Cl)c3)ccc12,5%,3%,4%,13%,-4%,-19%,8%,u,u,-4%,1%
Cc1cc(Oc2ccc(=O)n(C)n2)nc(=S)[nH]1,-4%,-1%,-2%,x,-19%,x,-6%,-12%,11%,11%,-19%
O=C(C1CCC1)N1CCN(c2cccc(C(F)(F)F)c2)CC1,-2%,-8%,-2%,9%,x,-6%,-1%,4%,x,x,-4%
COc1ccc(-c2cn(-c3ccc(Cl)cc3)c3[n+]2CCCCC3)cc1,-17%,-4%,-3%,-65%,9%,-7%,-13%,0%,-1%,u,1%
Cc1ccc(NC(=O)COC(=O)c2cccnc2)cc1,14%,0%,4%,-36%,20%,-2%,0%,-12%,-2%,-19%[10 µM],4%
COc1ccc(NC(=O)CN(C)C(=O)CNC(=O)Cc2cccc3ccccc23)cc1,-3%[1.84 µM],8%,0%,-10%,-8%,-1%,-1%,-1%,-20%,5%,-1%
COC(=O)Nc1sc(C(=O)N(C)C)c(C)c1C(=O)OC,5%,1%,-7%,-1%,-18%,4%,0%,-2%,2%,-3%,-5%
CC(NC(=O)c1cc(COc2ccccc2)on1)c1nccs1 (stereo not drawn),1.4µM*,8.2µM*,-2%,u,-10%,-2%,1.4µM*,4.8µM*,u,0%,9%
COc1ccc(C(CNC(=O)c2ccc(S(=O)(=O)N(C)C)cc2)N(C)C)cc1 (stereo not drawn),-6%,4%,-3%,22%,-8%,-1%,6%,-6%,2%,-5%,12%
CCC(C(=O)OCC(=O)Nc1cccc(OC)c1)c1ccccc1 (stereo not drawn),0%,-3%,-3%,21%,16%,9%,-2%,-9%,0%,2%,-6%
N#C/C(=C\C1=C(N2CCOCC2)C(=C/c2cccc([N+](=O)[O-])c2)/CC1)C(=O)Nc1ccccc1F,-12%,-4%,-1%,-26%,-1%,4%,-5%,-18%,-1%,4%,3%
O=C(Oc1c(-c2ccccc2)c(=O)n2c3c(cccc13)CC2)c1ccc(F)cc1,0%,-3%,12%,0%,23%,7%,4%,-2%,3%,-9%,59%[activator]
CC(C(=O)Nc1ccc(F)c(F)c1F)N(C)CCOc1ccccc1 (stereo not drawn),2%,-10%,-10%,-21%,11%,0%,-5%,3%,-3%,6%,3%
O=C(O)c1c(-c2ccccc2)c(-c2ccccc2)nc2ccccc12,0%,0%,-6%,0%,-10%,3%,-7%,-16%,-1%,5%,1%
CCCc1nc(SCC(=O)c2ccc(OC)cc2)c2ccccc2n1,-2%,0%,29%,-8%,u,-6%,0%,u,3%,-3%,-3%
CCCCNC(=O)[C@H]1C[C@H]1[C@@H](O)[C@H](CO)NC(=O)[C@H](Cc1ccccc1)NC(=O)OC(C)(C)C,0%,4%,-2%,-5%,-7%,3%,2%,8%,x,2%,3%
Cn1c(SCC(=O)NC2CCS(=O)(=O)C2)nnc1-c1ccco1 (stereo not drawn),17%,0%,x,2%,x,4%,1%,6%,-5%,x,x
COc1ccccc1NC(=O)CCC(=O)OCc1ccc([N+](=O)[O-])cc1,-4%,-1%,u,-27%,-11%,-21%,-8%,0%,3%,-6%,-5%
O=C1c2ccccc2C(=O)N1Cc1ccccn1,7%,0%,2%,20%,14%,-2%,-2%,4%,2%,-29%,28%
Cc1cnc(C(=O)Nc2cccc(S(=O)(=O)N(C)C)c2)cn1,2%,1%,-2%,7%,24%,-4%,-3%,-4%,8%,-5%,1%
COc1ccc(OC(C)C(=O)N(C)Cc2nc(-c3ccccc3)no2)cc1 (stereo not drawn),-1%,-17%,1%,-41%,2%,-2%,-1%,0%,1%,2%,31%[activator]

# More results
SMILES,Rab9 prom act,ELG1 genotox,MBNL1 CUG block,BRCA1 expr up,RORgamma inh,uPA surface inh,NPC1 prom act,FLuc modulator,p53 reactivator,VP16 counter,MLL CXXC-DNA inh
Cc1ccc2cc3cc(C(=O)N4CCN(Cc5ccccc5)CC4)sc3nc2c1,-14%,-1%,-6%,4%,-9%,-8%,0%,0%,1%,-6%,2%
COC(=O)c1ccc(NC(=O)CSCC(=O)OCC(=O)c2ccc(Br)cc2)cc1,1%,0%,0%,-5%,-21%,3%,-3%,12µM*,5%,3%,14%
N#CCc1ccc(OC(=O)c2cccnc2)cc1,1%,0%,-1%,-46%,19%,-2%,1%,1%,-2%,4%,32%[activator]
CCOC(=O)c1cc(C)[nH]c1C,3%,3%,5%,6%,15%,-2%,-1%,3%,2%,5%,1%
CN(C)C(=S)Nc1ccc([N+](=O)[O-])cc1,-3%,-1%,u,-9%,3%,8%,-3%,-1%,-10%,5%,-11%
CC(Sc1nnc(N)s1)C(=O)c1c(N)n(C)c(=O)n(C)c1=O (stereo not drawn),2%,2%,x,5%,x,2%,-2%,1%,-4%,x,x
CCOC(=O)N1CCN(C(=O)c2cccn3c(=O)c4sccc4nc23)CC1,-3%,-5%,26%,1%,u,x,0%,2%,-17%,x,-2%
CN(C(=O)c1ccco1)c1nnc(-c2ccc(F)cc2)s1,3.2µM*,u,12%,22%,u,0%,2.2µM*,6.7µM*,u,-9%,5%
O=C(COC(=O)c1ncc(Cl)c(Cl)c1Cl)NCc1ccccc1,-3%,-1%,x,7%,x,5%,1%,1%,6%,x,x
COc1ccc(OC)c(S(=O)(=O)N(C)CC(=O)N2CCOCC2)c1,-3%,0%,-3%,-3%,-6%,-13%,-2%,1%,-3%,-6%,13%
C=CC[n+]1c(/C=C/c2ccc(OC(C)=O)c(OC)c2)ccc2ccccc21,-18%,-4%,u,-60%,-41%,u,-38%[inhibitor],-4%,-10%,-35%,u
Cc1ccc(S(=O)(=O)N2CCC(=O)N(C(COCc3ccccc3)C(C)C)CC2)cc1 (stereo not drawn),-1%,0%,6%,0%,-7%,3%,2%,5%,1%,-6%,-3%

# An excerpt of these results, with values under each structure.
# The line under a structure holds: Rab9 prom act | ELG1 genotox | MBNL1 CUG block | BRCA1 expr up | RORgamma inh | uPA surface inh | NPC1 prom act | FLuc modulator | p53 reactivator | VP16 counter | MLL CXXC-DNA inh
- CC(Sc1nnc(N)s1)C(=O)c1c(N)n(C)c(=O)n(C)c1=O (stereo not drawn)
 : 2% | 2% | x | 5% | x | 2% | -2% | 1% | -4% | x | x
- CCOC(=O)N1CCN(C(=O)c2cccn3c(=O)c4sccc4nc23)CC1
 : -3% | -5% | 26% | 1% | u | x | 0% | 2% | -17% | x | -2%
- CN(C(=O)c1ccco1)c1nnc(-c2ccc(F)cc2)s1
 : 3.2µM* | u | 12% | 22% | u | 0% | 2.2µM* | 6.7µM* | u | -9% | 5%
- O=C(COC(=O)c1ncc(Cl)c(Cl)c1Cl)NCc1ccccc1
 : -3% | -1% | x | 7% | x | 5% | 1% | 1% | 6% | x | x
- COc1ccc(OC)c(S(=O)(=O)N(C)CC(=O)N2CCOCC2)c1
 : -3% | 0% | -3% | -3% | -6% | -13% | -2% | 1% | -3% | -6% | 13%
- C=CC[n+]1c(/C=C/c2ccc(OC(C)=O)c(OC)c2)ccc2ccccc21
 : -18% | -4% | u | -60% | -41% | u | -38%[inhibitor] | -4% | -10% | -35% | u
- Cc1ccc(S(=O)(=O)N2CCC(=O)N(C(COCc3ccccc3)C(C)C)CC2)cc1 (stereo not drawn)
 : -1% | 0% | 6% | 0% | -7% | 3% | 2% | 5% | 1% | -6% | -3%

# These rows are one share of the data; rates above refer to the full screens.
